From PubChem
bCat KO growth: primary screen for growth suppressors in beta-catenin knockout HCT116 cells (colon tumor, human). AID 818, 2007. viability, % at 10 µM. HCT116 beta-catenin knockout viability, CellTiter-Glo, 60 h; active compounds read low. 140,000 tested, 1.5% active;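 active means viability at or under a set limit, the compound median less 4 SD, cut at about 6% in these data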;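 further: 0% = Hyamine 1622 control at 20 µM and 100% = untreated cell control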
Phagocyt inh: inhibitors of macrophage phagocytosis, primary screen, imaging, J774A.1 cells, IgG beads. inhibition, % at 5 µM. J774A.1 macrophage IgG-bead phagocytosis. 110,000 tested, 0.07% active;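 active means inhibition above the mean of the plate negative controls plus 5 SD, cut at about 13% in these data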;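 further: phagocytic index as fraction of beads internalized from green versus red external bead signal; plate controls were DMSO negative control for no effect and cytochalasin-D positive control for full effect; some results beyond the cut were filed as inactive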
Measles CPE: compounds protecting cells from measles virus cytopathic effect, primary screen, measles RdRp inhibitor project, single point, MLSMR library, absorbance | AID 841, 2007 | 140,000 tested, 1.5% active | protection (pct of control), % at 4 µM | Measles virus-infected cells, CPE protection; in the data active means protection mostly above about 24%, no sharp cut-off; inactive means mostly below about 26%; further: some compounds called inactive have numbers as strong as hits
E-sel TNF inh: E-selectin induction blockers in HUVEC – imaging, immunofluorescence, high content, primary screen | inhibition, % at 2 µM | HUVEC TNFa-induced E-selectin immunofluorescence | AID 1246, 2008 | 120,000 tested, 0.71% active;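 active means inhibition above the batch mean plus 3 SD, and confirmed as a hit on visual image review, cut at about 43% in these data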;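 further: 0% = TNF-stimulated DMSO wells and 100% = unstimulated control wells; not every result past the cut was called active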
MRP-1 activ: H69AR viability gain despite doxorubicin, primary screen, MRP-1 activator project, H69AR cells, CellTiter-Glo; 140,000 tested, 0.61% active; viability rescue; viability increase, % at 10 µM;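 active means viability gain under doxorubicin at or above a set limit, the compound median plus 3 SD, cut at about 4.7% in these data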;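 further: MRP-1 overexpressing cells given doxorubicin 25 µM after compound pretreatment; 18-22 h compound pretreatment then 72 h with doxorubicin before readout; 0% = doxorubicin-only wells and 100% = vehicle-treated cells without doxorubicin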
PTEN del growth: growth suppression of PTEN-null HCT116, primary screen, cell-based, CellTiter-Glo; HCT116 PTEN-null viability, 60 h; active compounds read low; viability, % at 10 µM; 140,000 tested, 1.2% active; AID 827, 2007;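 active means viability at or below a set limit, 4 SD under the median of all tested compounds, cut at about 3.7% in these data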;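 further: PTEN knockout HCT116 line with beta catenin targeted HCT116 as companion control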
Yeast life ext: compounds extending yeast replicative lifespan, primary screen, S. cerevisiae, OD615 | AID 775, 2007 | S. cerevisiae growth with nicotinamide; deaD strain in restrictive glucose medium | inhibition of the nicotinamide effect, % at 10 µM | 130,000 tested, 0.68% active;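 active means inhibition above a set limit, placed 3 SD over the median of all compounds, cut at about 26% in these data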;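 further: 0% = nicotinamide-treated wells and 100% = cells grown without nicotinamide; some compounds called inactive have numbers as strong as hits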
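assay system = DeaD-strain S. cerevisiae | buffer or medium = restrictive glucose medium | reagent = 1.5 mM nicotinamide | compound = 10 µM single point, 0.25% DMSO | incubation = 48 h compound exposure at 30 °C, humidified | signal = OD615 measurement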
GALR2 blocker: GALR2 antagonists in receptor-expressing cells, primary screen | inhibition, % at 4 µM | antagonist mode | Galanin receptor type 2 (Homo sapiens), O43603 | 140,000 tested, 0.39% active; in the data active means inhibition above about 27%;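 further: cells stimulated with galanin 1-16 at roughly its EC80; 0% = agonist challenge control and 100% = basal control without agonist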
Target sequence (O43603 whole entry, looked up): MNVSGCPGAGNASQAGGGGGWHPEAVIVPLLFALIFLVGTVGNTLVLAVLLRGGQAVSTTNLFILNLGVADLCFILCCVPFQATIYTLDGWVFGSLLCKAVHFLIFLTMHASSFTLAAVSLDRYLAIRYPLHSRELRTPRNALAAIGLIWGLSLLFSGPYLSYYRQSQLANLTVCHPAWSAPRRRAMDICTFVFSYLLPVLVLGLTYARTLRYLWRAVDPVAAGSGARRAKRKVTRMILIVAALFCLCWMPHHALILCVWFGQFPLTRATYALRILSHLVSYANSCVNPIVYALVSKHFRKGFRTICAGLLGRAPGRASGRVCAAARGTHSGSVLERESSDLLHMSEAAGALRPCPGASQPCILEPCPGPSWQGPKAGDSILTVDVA
NPY-Y2 antag: NPY-Y2 receptor antagonists, primary screen, cell-based; Neuropeptide Y receptor type 2 (Homo sapiens), P49146; NPY-Y2 expressing cells, antagonist mode; inhibition, % at 2.7 µM; 140,000 tested, 0.99% active; in the data active means inhibition above about 17%;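 further: 0% = vehicle with agonist challenge and 100% = reference antagonist with challenge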
Target sequence (P49146 whole entry, looked up): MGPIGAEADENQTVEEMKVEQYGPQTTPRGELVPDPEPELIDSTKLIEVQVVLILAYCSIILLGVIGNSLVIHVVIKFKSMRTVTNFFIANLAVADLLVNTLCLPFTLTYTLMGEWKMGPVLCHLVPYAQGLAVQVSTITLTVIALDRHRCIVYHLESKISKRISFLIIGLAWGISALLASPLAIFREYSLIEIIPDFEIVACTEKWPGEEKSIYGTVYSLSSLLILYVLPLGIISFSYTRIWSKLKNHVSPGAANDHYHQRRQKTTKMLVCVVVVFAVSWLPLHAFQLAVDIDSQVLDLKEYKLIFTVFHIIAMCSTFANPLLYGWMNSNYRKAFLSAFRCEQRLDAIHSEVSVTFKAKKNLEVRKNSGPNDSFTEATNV
BB579 growth dn: growth inhibitors of yeast BB579 in restrictive medium, primary screen, yeast lifespan-shortening project, S. cerevisiae | OD615, 48 h | inhibition, % at 10 µM | 140,000 tested, 0.51% active;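 active means inhibition above a set limit, 3 SD over the mean compound inhibition, cut at about 44% in these data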; further: inactives centre near -24
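Assay system: S. cerevisiae DeaD strain BB579 yeast. Medium: CSMM-D restrictive synthetic medium containing dextrose (glucose). Times: 4 h cell preincubation, 48 h compound exposure, 30 °C humidified. Signal: OD615 turbidity measurement. Benchmarks: positive control amphotericin B 10 µg/mL.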
An asterisk follows results filed as active; . = not tested or not shown. The order is random (roughly 6.1% active in at least one column).

SMILES	bCat KO growth	Phagocyt inh	Measles CPE	E-sel TNF inh	MRP-1 activ	PTEN del growth	Yeast life ext	GALR2 blocker	NPY-Y2 antag	BB579 growth dn
N#Cc1c(N)nc2c(c1-c1ccc(Br)s1)CCCC2	97	-10	11	.	0.1	79	2	-1	5	-33
CC1CCC(NC(=O)c2ccc(CNc3c(NC4CCCCC4)c(=O)c3=O)cc2)CC1 (centres undefined)	100	.	5	-28	-0.5	91	3	1	2	-42
COC(=O)Cc1ccc(NC(=O)c2ccc(C)c(C)c2)cc1	53	0	4	29	1.5	69	-10	12	4	-24
CCCNC(=O)c1cc(C)no1	96	.	18	-2	-1.3	98	-3	3	2	-17
O=C(NCc1ccc(F)cc1)C(=O)NCC1OCCN1C(=O)c1cccs1 (centres undefined)	92	-9	10	.	5.3*	91	3	2	1	-21
CCOC(=O)C1CCCN(CCC(=O)Nc2c(C(=O)OC)[nH]c3cc(OC)ccc23)C1 (centres undefined)	100	-1	17	.	-1.6	96	-8	4	-2	-14
Cc1cc(NC(=O)CSc2nnc(-c3cccnc3)n2N)no1	82	0	7	-32	-2.7	99	-7	-8	2	-28
Cc1cc(C)n(-c2nc3ccccc3nc2Nc2ccc3[nH]c(=O)[nH]c3c2)n1	72	5	10	-63	-1.8	84	-2	0	-3	-31
CCOC(=O)COc1ncn(-c2ccccc2)n1	96	.	4	0	-1.7	102	-7	-10	3	-30
Fc1ccc(Nc2nc(-c3ccncc3)nc3ccccc23)cc1F	59	5	5	.	-4.2	43	-10	0	2	-11
CCCCCCCCC(=O)N/N=C/c1cccc(Br)c1	99	.	16	-2	-2.0	94	-1	-8	2	-32
CC1CC(C(F)F)n2nc(C(=O)Nc3sc4c(c3C#N)CCC(C(C)(C)C)C4)nc2N1 (centres undefined)	80	.	4	-10	-1.2	71	.	12	3	-42
Cc1ccc(OCCn2nc3ccccc3n2)c(C)c1	86	-1	19	8	-0.5	91	-11	-15	4	-30
Cc1cc2c(cc(C(=O)OCC(=O)NCc3cccs3)n2C(C)C)o1	12	0	3	-29	-1.4	18	-5	1	6	-26
CN(C)/C=C1\C(=O)N(c2ccc([N+](=O)[O-])cc2)N=C1c1ccccc1	96	-1	7	-39	-3.1	91	-4	1	-1	1
COc1ccc(CCNC(=S)Nc2ccc(C)cc2C)cc1	78	-5	13	.	-1.2	76	-3	17	2	10
COC(=O)c1c(NC(=O)C2CC=CCC2C(=O)O)sc(C)c1C (centres undefined)	91	0	0	-14	-0.6	93	24	-1	4	-36
Cc1ccc(Nc2nc(C(=O)N3CCC(C(=O)NCCN4CCOCC4)CC3)cs2)cc1	106	0	26	9	0.1	99	-14	0	-1	-22
Cc1c(C(=O)NCC2CCCO2)oc2ccc3c(c12)C(=O)CC(C)(C)O3 (centres undefined)	93	-5	5	.	-1.4	91	-5	-7	1	-50
O=C1c2cccc3cccc(c23)C(=O)N1c1ccc2ncccc2c1	81	.	17	-3	3.9	72	.	12	2	16
Cc1c(C(=O)Nc2ccc(F)c(F)c2)oc2ccc(S(=O)(=O)N3CCCCC3)cc12	89	.	4	-20	-0.5	91	2	0	-1	-52
O=C(CSc1ccc(Cl)cc1)N1CCOCC1	102	-1	6	10	-1.3	90	-24	29*	0	-41
COC(=O)Cc1c(C)nc2nc(-c3cccnc3)[nH]n2c1=O	91	-1	4	-16	-1.1	87	-8	3	3	-20
O=C(Cn1cccc1)Nc1ccc(F)cc1F	85	-2	5	-29	-1.2	97	-11	-8	1	-54
Cc1ccc(C(=O)Cn2c(NCCO)nc3ccccc32)cc1	94	0	4	-21	-3.9	92	10	0	1	-41
CCCCNC(=O)CSc1nccn1Cc1ccccc1	102	4	7	.	-0.5	105	-2	15	5	-41
CC(=O)c1cccc(NC(=O)COc2ccccc2)c1	98	-1	18	-12	0.5	99	-5	-1	-2	-57
CNc1nc(Nc2ccc(C(C)=O)cc2)nc(OC(C(F)(F)F)C(F)(F)F)n1	70	2	6	.	0.5	74	-12	-8	-2	-43
O=C(CNC(=O)C(c1ccccc1)c1ccccc1)OCC(=O)c1cccs1	96	-10	15	.	-0.9	109	-1	-1	3	0
O=C(Nc1ccc(S(=O)(=O)NCc2cccnc2)cc1)c1ccccc1Cl	71	-7	13	.	-2.1	64	7	25	0	-30
CC1CN(S(=O)(=O)N(C)C)CCN1S(=O)(=O)N(C)C (centres undefined)	96	0	19	-3	-1.8	95	0	0	0	-16
COc1ccc(CNC(=O)COC(=O)c2cnccn2)cc1	101	-1	9	-14	-0.6	101	-17	7	0	-48
CN(C)C(=O)CSc1nc(-c2ccccc2)nc2c1CCCC2	38	.	9	-52	-6.3	38	.	4	6	-23
O=C(NCc1cccnc1)Nc1ccc(F)cc1F	91	0	13	-17	-0.8	96	-10	3	5	-9
COc1ccc(S(=O)(=O)N2CCC(C(=O)c3ccc4c(c3)OCCO4)CC2)cc1	83	.	25	-21	-2.8	80	19	-3	7	-23
O=C(Nc1ccc(N2CCOCC2)cc1)c1cccnc1	109	.	5	2	2.0	101	.	12	1	-20
O=C(O)c1ccc(N/N=C/c2ccc3ncccc3c2)cc1	95	-3	26	14	3.3	104	-2	-6	0	-10
O=C(OC(C(=O)NCC1CCCO1)c1ccc(F)cc1)c1cccs1 (centres undefined)	96	.	0	26	-1.2	110	-4	13	0	23
O=C(/C=C/c1ccccc1)NC(=S)NNC(=O)c1ccco1	39	.	7	-15	-0.8	43	.	8	0	32
OC(COc1ccccc1)CN1CCOCC1 (centres undefined)	85	.	4	23	-1.0	90	.	-1	1	-43
CN=C(Nc1ccc(C(=O)OC)cc1)SC1CC(=O)N(c2ccccc2F)C1=O (centres undefined)	90	-2	12	-47	-1.7	96	0	8	0	20
O=C(COC(=O)c1ccccc1Nc1ccccc1)Nc1ccccc1	102	.	10	6	1.4	89	-6	3	1	-20
CC1(C(=O)NC2CCCC2)CCC(=O)N1CCC1=CCCCC1 (centres undefined)	108	0	7	.	-0.6	104	-11	5	0	-41
Cc1cc(=O)[nH]c(SCC(=O)Nc2nnc(CC(C)C)s2)n1	96	1	21	12	-0.4	97	-4	0	0	-4
CCOc1ccc2c(c1)C(C)=CC(C)(C)N2C(=O)Nc1ccccc1F	108	.	8	-2	-2.4	99	3	11	0	-31
Cc1csc(NC(=O)CSc2ccc3nnc(CCNS(=O)(=O)c4ccccc4)n3n2)n1	85	-8	3	.	-2.8	94	3	2	1	-38
C=CCNc1nc2c(c(=O)n(C)c(=O)n2C)n1Cc1ccc(F)cc1	92	0	11	23	-2.2	87	0	17	4	-28
O=C(CNC(=S)N(CCCN1CCOCC1)Cc1cccs1)NCCN1CCOCC1	95	-12	5	-7	-0.3	99	-1	-2	0	-5
O=C1c2cccnc2C(Nc2ccc(S(=O)(=O)N3CCCCC3)cc2)N1Cc1ccccc1 (centres undefined)	100	.	7	.	-2.8	92	-13	0	0	-36
CCNC(=O)CC1C(=O)N(c2ccccc2)C(=O)N1Cc1ccc(OC)cc1 (centres undefined)	105	-1	11	-33	-0.2	102	-3	2	2	-48
O=C(O)c1ccc(COc2c(F)c(F)cc(F)c2F)cc1	111	0	.	-11	-0.4	103	-19	7	4	-23
COc1cccc(-c2cc(C(F)(F)F)n3ncc(C(=O)NCC4CCCO4)c3n2)c1 (centres undefined)	76	-1	3	.	-2.5	77	-20	-9	12	-35
CCCNC(=O)C(Cc1ccccc1)NS(=O)(=O)c1cccc2nsnc12 (centres undefined)	87	.	4	.	-2.2	84	3	8	3	-20
O=C(NCc1cccs1)c1ccncc1	102	0	6	-14	-3.4	99	-26	0	1	-20
O=C(NCc1ccccc1)C(c1ccncc1)N(C(=O)c1csnn1)C1CC1 (centres undefined)	95	.	2	-14	-3.0	90	-2	-8	2	-5
Cc1ccc(C(=O)Cn2nnc3c(sc4nc5c(c(-c6ccccc6)c43)CCC5)c2=O)cc1	87	.	23	-39	0.3	90	14	-4	8	-35
CCCN(CCC)C(=O)C1c2ccccc2Oc2ccccc21	93	-2	9	.	1.1	92	-10	-9	9	-27
O=C1CC(N2CCN(c3ccccc3Cl)CC2)C(=O)N1c1cccc(F)c1 (centres undefined)	86	0	6	-12	-1.1	93	-13	-5	2	-40
CCC(C)C(NC(=O)OC(C)(C)C)C(=O)NCc1ccco1 (centres undefined)	80	0	41	2	-1.2	78	-8	10	5	-12
O=C(/C=C/c1ccccc1)NC(=S)Nc1cccnc1	89	0	8	34	-2.9	93	-4	0	0	-20

(more compounds)
SMILES	bCat KO growth	Phagocyt inh	Measles CPE	E-sel TNF inh	MRP-1 activ	PTEN del growth	Yeast life ext	GALR2 blocker	NPY-Y2 antag	BB579 growth dn
Cc1nc(NC(=O)c2ccccc2)sc1-c1csc(NCc2ccccc2)n1	73	-2	6	.	-0.8	66	-13	-16	-2	-32
COC(=O)Cn1c(=NC(=O)c2nc3ccccc3s2)sc2cc(S(N)(=O)=O)ccc21	95	-4	3	.	-3.2	94	2	-4	1	-37
CC(=O)c1cc(F)c(N2CCN(C(=O)C(C)(C)C)CC2)cc1C	97	2	21	1	-0.4	97	-2	-4	-3	-35
COc1ccc([C@@H]2Sc3cc(OC)ccc3N(CCN(C(C)C)C(C)C)C(=O)[C@H]2OC(C)=O)cc1	87	.	48*	-43	-4.4	86	.	4	4	-19
CC(C)n1nnnc1SCC(=O)NCCc1ccccc1	98	.	53	16	-1.5	99	-16	5	1	-33
CCN(C1CCCCC1)S(=O)(=O)c1ccc(S(=O)(=O)NCCc2ccncc2)cc1	100	-1	2	5	0.5	96	0	4	2	-59
COc1ccc(-n2c(=O)c3ccccc3c3ccccc3c2=O)cc1	94	-6	5	-4	0.6	95	-2	0	1	10
CCCC(=O)Nc1cccc(Oc2nc(C)cc(C)c2C#N)c1	82	-1	6	1	-1.5	84	-25	4	-2	-20
O=C(CSc1nc2ccc(Cl)cc2[nH]1)N1CCN(C(=O)c2ccco2)CC1	86	-2	18	-19	-2.0	95	1	-6	3	-19
O=C1CCNc2ccc(-c3ccccc3)cc21	88	-3	4	18	-0.3	96	-6	-2	-1	-48
Cc1ccc(S(=O)(=O)N2CCN(c3nc(C)c4c(c3C#N)CC(C)(C)OC4)CC2)cc1	72	0	24	-1	6.1*	71	-8	9	-1	-49
COc1ccc(-c2cc(=O)[nH]c(=O)[nH]2)cc1	96	.	13	-19	-1.3	101	-3	2	5	-24
